CHRM1 PAM = potentiates human M1 receptor response to acetylcholine; P11229; CHO-K1 hM1, Fluo-8 calcium fluorescence, ACh EC20; 0% = ACh EC20, 100% = maximal ACh; activation, % at 3 µM; actives 0.088% (n = 360,000); in the data active = activation above about 19%, passing the limit was not always enough
M5 antag = CHRM5 antagonism in calcium assay. P08912. CHO-hM5 cells, Fluo-8 calcium fluorescence, ACh EC80. inhibition, % at 3 µM. actives 0.59% (n = 360,000). AID 624040;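 active = inhibition above a per-plate cutoff, the mean of that plate's test compounds plus 3 SD, cut at about 27% in these data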;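 also: 0% = acetylcholine EC80 with DMSO and 100% = DMSO without agonist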
Target sequence (P08912 whole entry, looked up): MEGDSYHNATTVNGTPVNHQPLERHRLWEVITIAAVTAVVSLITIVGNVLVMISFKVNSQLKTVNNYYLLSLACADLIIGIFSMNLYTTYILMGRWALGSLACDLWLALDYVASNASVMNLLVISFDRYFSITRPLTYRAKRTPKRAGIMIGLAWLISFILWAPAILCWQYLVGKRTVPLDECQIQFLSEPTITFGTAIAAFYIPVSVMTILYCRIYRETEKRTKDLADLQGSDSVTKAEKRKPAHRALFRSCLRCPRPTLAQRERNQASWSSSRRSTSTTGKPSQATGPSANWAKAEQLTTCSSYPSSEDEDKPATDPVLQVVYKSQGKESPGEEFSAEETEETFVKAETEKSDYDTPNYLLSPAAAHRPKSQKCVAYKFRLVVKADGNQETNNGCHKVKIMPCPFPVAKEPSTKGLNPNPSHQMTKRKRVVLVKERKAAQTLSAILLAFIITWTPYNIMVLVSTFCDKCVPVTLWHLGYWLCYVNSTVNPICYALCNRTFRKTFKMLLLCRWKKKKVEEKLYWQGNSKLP
CRFBP-R2 agonist = agonists of human CRF-binding protein/CRF-R2 receptor complex | HEK293 CRF-R2/CRF-BP, calcium dye fluorescence (FLIPR); percent of saturating CRF peptide response | activation, % at 13.2 µM | actives 0.46% (n = 350,000);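 active = activation of at least 50%, plus an integration ratio under a set limit after plate pattern correction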;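 also: plate controls were neutral control wells without compound for no effect and CRF at EC100 for full effect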
CHRM4 antagonist = blocks acetylcholine activation of human M4 receptor; P08173; CHO-hM4 cells, ACh EC80, Fluo-8 calcium fluorescence; inhibition, % at 3 µM; actives 0.73% (n = 360,000); AID 624125;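 active = inhibition above its plate's cutoff, the mean inhibition of sample wells plus 3 SD, cut at about 27% in these data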;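 also: 0% = acetylcholine EC80 with DMSO and 100% = DMSO without agonist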
Target sequence (P08173 whole entry, looked up): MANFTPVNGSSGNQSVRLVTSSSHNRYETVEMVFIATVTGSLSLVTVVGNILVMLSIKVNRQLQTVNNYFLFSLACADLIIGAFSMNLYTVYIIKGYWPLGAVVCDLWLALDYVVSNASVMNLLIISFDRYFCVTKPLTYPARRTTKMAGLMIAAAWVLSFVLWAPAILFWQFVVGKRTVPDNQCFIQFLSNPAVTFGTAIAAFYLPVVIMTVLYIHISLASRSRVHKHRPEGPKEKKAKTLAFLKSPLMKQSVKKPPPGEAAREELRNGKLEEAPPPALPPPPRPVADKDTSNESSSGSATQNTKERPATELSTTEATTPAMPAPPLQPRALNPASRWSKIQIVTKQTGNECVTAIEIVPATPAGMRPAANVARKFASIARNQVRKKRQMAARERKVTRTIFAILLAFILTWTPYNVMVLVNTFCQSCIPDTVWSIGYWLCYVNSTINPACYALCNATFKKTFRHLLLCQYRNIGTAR
M4 PAM = potentiates acetylcholine response at human M4 receptor. P08173. CHO-K1 hM4/Gqi5, Fluo-8 calcium fluorescence, ACh EC20; 0% = ACh EC20, 100% = maximal ACh. activation, % at 3 µM. actives 0.4% (n = 360,000). AID 624126;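 active = activation above its plate's cutoff, the mean activation of sample wells plus 3 SD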; also: some results filed as inactive read as strong as hits
CRFR2-BP antag = CRF-BP/CRF-R2 complex antagonism; inhibition, % at 11.8 µM; actives 0.59% (n = 350,000); HEK293 CRF-R2/CRF-BP, CRF-induced calcium fluorescence; AID 588475;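 active = inhibition of the ligand-induced calcium signal above about 50% at the single tested concentration, limit read from the data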
M5 ag = agonists of human muscarinic M5 receptor (CHRM5); actives 0.19% (n = 360,000); P08912; activation, % at 3 µM; CHO-K1 hM5 cells, Fluo-8 calcium fluorescence; 0% DMSO wells, 100% maximal acetylcholine response;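 active = activation above the run's mean over test compounds plus 3 SD, cut at about 23% in these data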;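 also: signal is peak over basal fluorescence ratio across the kinetic read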
M4 ag = agonists of human muscarinic M4 receptor (CHRM4) | P08173 | CHO-K1 hM4/Gqi5, Fluo-8 calcium fluorescence; vehicle 0%, full acetylcholine response 100% | activation, % at 3 µM | actives 0.14% (n = 360,000) | AID 624127;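 active = activation above the run mean over all test wells plus 3 SD, cut at about 32% in these data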;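 also: peak over basal fluorescence ratio per well then scaled between controls; 0% = DMSO wells and 100% = acetylcholine at EC100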
CHRM5 PAM = potentiates acetylcholine response at human M5 receptor; activation, % at 3 µM; actives 0.3% (n = 360,000); CHO-K1 hM5, Fluo-8 calcium, ACh EC20 PAM; 0% = ACh EC20, 100% = ACh EC100;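 active = activation above the run cutoff, the mean activation of all test compounds plus 3 SD, cut at about 18% in these data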
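Probe or stimulus: acetylcholine, EC20 level; Assay system: human M5 receptor in CHO-K1 cells; Schedule: compound preincubation 140 s before EC20 acetylcholine addition; Technique: intracellular calcium via Fluo-8 fluorescence; Dosing: single-point, 3 µM nominal; Read-out basis: percent activation from peak-over-basal fluorescence ratio, scaled EC20-to-EC100 acetylcholine; Repeats: one well per compound, no replicates.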
An asterisk follows results filed as active; x = no result given.

SMILES	CHRM1 PAM	M5 antag	CRFBP-R2 agonist	CHRM4 antagonist	M4 PAM	CRFR2-BP antag	M5 ag	M4 ag	CHRM5 PAM
O=C(Oc1ccc(Cl)c2cccnc12)c1ccco1	1.9	-1.8	-1.6	8.9	0.8	-58.7	0.7	0.1	4.1
COC(=O)C1=C(Nc2ccc(OC)cc2)C=C(C)C(C(=O)OC)C1c1ccc(C)cc1 (stereo unspecified)	-0.5	2.7	0.8	11.2	0.1	16.5	-2.8	-2.0	-6.0
CC(C)Nc1nc2cccnc2s1	-3.8	16.6	0.6	10.8	-15.2	11.4	1.3	11.9	-18.9
O=C1NC[C@@H](CCCCN2CCN(CCC3CCCCC3)C(=O)C2=O)N(CCC2CCCCC2)C1=O	x	-1.6	x	-4.1	1.7	x	-0.8	0.9	-3.0
COc1cc(-c2nc(CN(C)Cc3nnc(C)o3)c(C)o2)ccc1F	10.3	12.1	-0.4	-2.6	-3.3	28.1	-1.6	1.2	0.1
COC(=O)c1ccccc1NC(=S)NC(=O)C1CC1	3.4	-1.1	0.6	-3.6	9.6	6.0	-0.4	0.2	-3.5
CN(C)c1cccc(C(=O)NNC(=S)NC2CCCC2)c1	9.3	10.3	0.8	-2.3	5.7	1.7	0.3	0.4	1.8
COc1cc(C2CC(c3cccs3)=NN2C(=O)CCl)ccc1OC(F)F (stereo unspecified)	2.2	-11.6	2.9	-5.2	3.7	1.7	-2.1	2.4	6.9
Cc1c(NC(=O)CN2C(=O)NC(C)(c3ccccc3)C2=O)c(=O)n(-c2ccccc2)n1C (stereo unspecified)	6.4	0.2	2.1	-4.7	6.6	-22.8	-1.6	0.0	-1.1
CCOC(=O)Cc1csc(NS(C)(=O)=O)n1	11.7	0.1	-0.1	1.1	7.3	10.2	3.5	0.6	1.2
Cc1cnc2c(C(=O)O)cnn2c1	11.0	-13.6	1.1	4.8	-4.8	25.9	-0.1	0.9	-1.6
O=C(CCCc1c[nH]c2ccccc12)N1CCCCCC1	1.5	-5.4	-1.1	4.9	0.8	6.8	-8.3	1.6	-0.9
CN(C)c1ccc(NC(=O)Oc2ccccc2)cc1	3.9	-5.3	-2.0	-8.5	4.0	20.2	0.1	1.1	2.2
O=C(CC1C(=O)NCCN1Cc1ccc(F)c(F)c1)NCCCn1ccnc1 (stereo unspecified)	5.5	2.9	1.5	6.4	-5.9	13.3	-2.5	2.1	-4.8
COc1ccc(-c2cc(C(=O)OCC(=O)c3ccc(C)c([N+](=O)[O-])c3)c3ccccc3n2)cc1	-1.6	-4.7	4.9	10.0	-6.0	-17.5	-1.2	-0.3	3.0
CC(C)CN(C(=O)C1CC1)c1c(N)n(Cc2ccccc2)c(=O)[nH]c1=O	2.1	2.0	-1.3	-0.5	1.2	9.6	-2.6	0.9	4.0
Cc1cc(C)c(NC(=S)N(C)C)c(C)c1	9.1	2.4	0.1	-9.6	12.9	0.3	-7.5	1.5	7.5
COc1cc(OC)c(NC(=O)Cn2cccc2)cc1Cl	8.6	-5.8	0.3	-10.6	23.0	-5.9	-3.0	0.5	7.5
CCc1nc(NCc2cccnc2)c2oc3ccccc3c2n1	-2.3	10.6	-1.2	4.7	3.8	3.2	-0.3	1.0	-1.6
CCOC(=O)CC1C(=O)NCCN1S(=O)(=O)c1ccc(Cl)c(Cl)c1 (stereo unspecified)	8.0	2.7	-2.7	4.8	2.6	10.8	-8.9	0.3	4.0
COc1ccc2nc(NC(=O)c3ccccc3O)sc2c1	21.9	-12.0	22.4	-25.9	-2.0	9.7	-1.0	2.4	6.3
COc1ccc(OC)c(NC(=O)CCOc2cccc(C)c2)c1	8.5	14.7	0.6	-5.7	-2.5	6.0	-1.8	6.3	-1.1
CN(CCOc1ccccc1)C(=O)c1cc([N+](=O)[O-])cc([N+](=O)[O-])c1	1.2	-6.0	-1.0	-1.9	-1.3	2.8	-4.7	1.2	-3.0
COc1ccc(S(=O)(=O)Nc2c(O)ccc3ccccc23)cc1OC	23.7	0.9	0.6	-4.4	6.1	9.9	3.3	6.4	6.6
CNC(=O)C(NC(=O)c1ccccc1)=C(C)C	2.5	-4.8	0.2	-3.1	-6.9	-4.5	2.1	0.2	4.8
COc1ccc(C2C(C(C)=O)=C(C)Nc3ncnn32)cc1 (stereo unspecified)	4.5	3.7	-1.6	-11.3	0.8	4.6	-1.1	1.0	-0.2
Cc1cc(N2CCC(C)CC2)nc(NCc2ccccc2)n1	-5.4	1.1	3.9	10.3	-15.9	-74.2	12.1	24.1	-8.4
Cc1ccccc1-n1c(SCC(=O)Nc2cccc3ccccc23)nc(O)cc1=O	12.5	-3.4	-0.5	2.5	1.7	-4.4	-1.9	-0.1	0.9
O=C(NCc1ccccc1)c1cc(C2CCCCN2C(=O)c2ccc(Cl)cc2)on1 (stereo unspecified)	-0.7	-1.1	x	-14.9	-2.1	x	-1.6	4.8	0.6
CCOc1cc(NC(=S)NCC2CCCO2)c(OCC)cc1NC(=O)c1ccccc1C (stereo unspecified)	3.8	-4.2	-3.3	-16.5	15.2	0.8	-0.3	4.0	-3.0
Clc1ccc(-c2ccc(/C=N/Nc3nncc(-c4ccccc4)n3)o2)cc1	1.6	-2.5	1.3	-1.6	-4.2	-22.9	-4.0	0.6	-1.9
O=C(Cc1cccc(NC(=O)C2CCCN(C(=O)C3CCC3)C2)c1)Nc1cccc(C(=O)N2CCOCC2)c1 (stereo unspecified)	6.0	-0.3	-1.8	-6.8	0.7	10.5	0.7	0.6	-1.6
Cc1ccc(-c2cc(C(=O)N3CCCC3)no2)cc1	7.1	-4.2	-0.4	5.6	1.8	6.3	1.5	-1.3	5.4
CCOC(=O)C1(Cc2ccccc2)CCN(Cc2ccc3c(c2)OCCO3)CC1	-10.9	7.3	-0.2	-2.3	-6.1	20.8	0.0	14.7	-12.7
O=C(NNC(=O)C12CC3CC(CC(Br)(C3)C1)C2)c1ccccc1F	-4.8	17.9	-1.1	5.0	-5.2	-9.6	-1.1	0.9	-4.2
O=C(CSc1nnc(-c2ccco2)o1)NC1CC2CCC1C2 (stereo unspecified)	0.3	-4.3	0.0	-9.7	6.1	7.2	0.2	0.5	-3.8
C#CCn1c(=NC(=O)c2ccco2)sc2cccc(Cl)c21	-1.0	-1.8	-0.7	11.0	4.3	-3.6	-2.5	1.7	5.5
N#Cc1ccc(C(=O)OCC(=O)N2CCN(C(=O)c3ccco3)CC2)cc1	3.1	11.0	0.5	-0.1	-1.0	-6.9	0.6	0.4	-7.1
Cc1ccc(-n2nc3c(c2NC(=O)c2ccc(F)c(F)c2)CS(=O)(=O)C3)cc1	0.2	-5.2	-4.9	-11.6	-0.4	-13.1	1.4	3.6	-1.1
COC(=O)c1onc(-c2c(Cl)cccc2Cl)c1C(=O)OC	8.0	-4.2	-0.2	-12.3	3.0	1.8	3.5	-1.3	11.3
O=C(NCc1ccco1)/C(=C\c1ccco1)NC(=O)c1ccco1	3.4	-1.3	1.4	-1.3	3.5	3.9	-2.4	0.4	6.4
COc1ccc(NS(=O)(=O)c2cn(C)cn2)c(OC)c1	13.3	-7.0	-0.1	-1.5	4.5	10.6	-2.5	0.3	5.8
Cc1cccc(NC(=O)CN(C)C(=O)C2CC2)c1C	5.5	-3.1	-0.9	5.7	0.0	-11.7	-1.6	1.3	-5.3
O=C(NCc1ccco1)c1sc(=S)n2c1[nH]c(=O)c1ccccc12	-2.6	0.7	54.7*	0.9	7.5	26.8	6.2	4.4	-3.2
Cc1ccc(C)c(N2CCN(C(=O)c3ccc4c(c3)c(C)c(C)n4C)CC2)c1	15.4	-8.8	0.3	0.6	8.3	-7.6	-1.5	0.7	1.8
Cc1ccc(/C=N/NC(=O)c2c(C)nc3ccc(Br)cn23)cc1	5.8	-11.5	0.5	-0.2	-1.3	-1.5	4.0	0.7	8.5
O=C(CCN1C(=O)/C(=C\c2ccccc2)SC1=S)N1CCOCC1	7.1	13.7	-1.6	-0.1	-2.6	2.8	-1.3	0.3	-3.6
O=C(NCc1ccccc1F)c1cccc(S(=O)(=O)NCc2ccccc2)c1	0.9	16.6	-0.3	-5.7	-3.1	3.8	-0.1	4.8	-5.4
Cc1nccn1-c1ncnc2sc3c(c12)CCCC3	-0.2	2.3	-0.2	6.9	1.5	12.5	-2.6	1.4	0.3
CCC(C(=O)OCC(=O)Nc1ccccc1-c1ccccc1)c1ccccc1 (stereo unspecified)	-13.3	6.4	3.2	4.4	-11.3	41.1	-6.2	1.0	-14.3

Taken from the entries so far (14 entries):
SMILES	CHRM1 PAM	M5 antag	CRFBP-R2 agonist	CHRM4 antagonist	M4 PAM	CRFR2-BP antag	M5 ag	M4 ag	CHRM5 PAM
CCOC(=O)C1(Cc2ccccc2)CCN(Cc2ccc3c(c2)OCCO3)CC1	-10.9	7.3	-0.2	-2.3	-6.1	20.8	0.0	14.7	-12.7
O=C(NNC(=O)C12CC3CC(CC(Br)(C3)C1)C2)c1ccccc1F	-4.8	17.9	-1.1	5.0	-5.2	-9.6	-1.1	0.9	-4.2
O=C(CSc1nnc(-c2ccco2)o1)NC1CC2CCC1C2 (stereo unspecified)	0.3	-4.3	0.0	-9.7	6.1	7.2	0.2	0.5	-3.8
C#CCn1c(=NC(=O)c2ccco2)sc2cccc(Cl)c21	-1.0	-1.8	-0.7	11.0	4.3	-3.6	-2.5	1.7	5.5
N#Cc1ccc(C(=O)OCC(=O)N2CCN(C(=O)c3ccco3)CC2)cc1	3.1	11.0	0.5	-0.1	-1.0	-6.9	0.6	0.4	-7.1
Cc1ccc(-n2nc3c(c2NC(=O)c2ccc(F)c(F)c2)CS(=O)(=O)C3)cc1	0.2	-5.2	-4.9	-11.6	-0.4	-13.1	1.4	3.6	-1.1
COC(=O)c1onc(-c2c(Cl)cccc2Cl)c1C(=O)OC	8.0	-4.2	-0.2	-12.3	3.0	1.8	3.5	-1.3	11.3
O=C(NCc1ccco1)/C(=C\c1ccco1)NC(=O)c1ccco1	3.4	-1.3	1.4	-1.3	3.5	3.9	-2.4	0.4	6.4
COc1ccc(NS(=O)(=O)c2cn(C)cn2)c(OC)c1	13.3	-7.0	-0.1	-1.5	4.5	10.6	-2.5	0.3	5.8
Cc1cccc(NC(=O)CN(C)C(=O)C2CC2)c1C	5.5	-3.1	-0.9	5.7	0.0	-11.7	-1.6	1.3	-5.3
O=C(NCc1ccco1)c1sc(=S)n2c1[nH]c(=O)c1ccccc12	-2.6	0.7	54.7*	0.9	7.5	26.8	6.2	4.4	-3.2
Cc1ccc(C)c(N2CCN(C(=O)c3ccc4c(c3)c(C)c(C)n4C)CC2)c1	15.4	-8.8	0.3	0.6	8.3	-7.6	-1.5	0.7	1.8
Cc1ccc(/C=N/NC(=O)c2c(C)nc3ccc(Br)cn23)cc1	5.8	-11.5	0.5	-0.2	-1.3	-1.5	4.0	0.7	8.5
O=C(CCN1C(=O)/C(=C\c2ccccc2)SC1=S)N1CCOCC1	7.1	13.7	-1.6	-0.1	-2.6	2.8	-1.3	0.3	-3.6

Random draw from the library. About 2.6% of those tested had a hit in this group.
